# From PubChem
# HePTP inh – human HePTP phosphatase inhibition | P35236 | recombinant HePTP phosphatase activity, OD absorbance | inhibition, % at 20 µM | 110,000 tested, 0.64% active; in the data active = inhibition above about 50%;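 note: plate controls were vehicle for no effect and reference inhibitor for full effect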
# Target sequence (P35236 whole entry, looked up): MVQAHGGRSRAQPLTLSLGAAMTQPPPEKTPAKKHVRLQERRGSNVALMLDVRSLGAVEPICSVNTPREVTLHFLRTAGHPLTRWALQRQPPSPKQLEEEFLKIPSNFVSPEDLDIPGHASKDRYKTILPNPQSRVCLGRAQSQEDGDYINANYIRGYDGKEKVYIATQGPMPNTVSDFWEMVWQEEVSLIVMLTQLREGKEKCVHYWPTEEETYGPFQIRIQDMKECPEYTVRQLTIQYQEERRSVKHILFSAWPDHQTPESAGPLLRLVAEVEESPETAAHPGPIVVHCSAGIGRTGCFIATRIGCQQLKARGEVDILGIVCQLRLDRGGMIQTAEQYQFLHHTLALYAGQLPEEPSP
# BAP1 inh – blocks human BAP1 ubiquitin-AMC hydrolysis; Q92560; recombinant BAP1, Ub-AMC hydrolysis fluorescence kinetic; active compounds read low; activity remaining (% of control), % at 20 µM; 72,000 tested, 0.48% active; AID 436;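 active = activity remaining at or below 50% of control, provided the compound also passes the data quality filters; inactive = the rest, including low values that fail the filters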;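 note: 100% = DMSO wells rate and 0% = substrate alone blank rate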
# Target sequence (Q92560 whole entry, looked up): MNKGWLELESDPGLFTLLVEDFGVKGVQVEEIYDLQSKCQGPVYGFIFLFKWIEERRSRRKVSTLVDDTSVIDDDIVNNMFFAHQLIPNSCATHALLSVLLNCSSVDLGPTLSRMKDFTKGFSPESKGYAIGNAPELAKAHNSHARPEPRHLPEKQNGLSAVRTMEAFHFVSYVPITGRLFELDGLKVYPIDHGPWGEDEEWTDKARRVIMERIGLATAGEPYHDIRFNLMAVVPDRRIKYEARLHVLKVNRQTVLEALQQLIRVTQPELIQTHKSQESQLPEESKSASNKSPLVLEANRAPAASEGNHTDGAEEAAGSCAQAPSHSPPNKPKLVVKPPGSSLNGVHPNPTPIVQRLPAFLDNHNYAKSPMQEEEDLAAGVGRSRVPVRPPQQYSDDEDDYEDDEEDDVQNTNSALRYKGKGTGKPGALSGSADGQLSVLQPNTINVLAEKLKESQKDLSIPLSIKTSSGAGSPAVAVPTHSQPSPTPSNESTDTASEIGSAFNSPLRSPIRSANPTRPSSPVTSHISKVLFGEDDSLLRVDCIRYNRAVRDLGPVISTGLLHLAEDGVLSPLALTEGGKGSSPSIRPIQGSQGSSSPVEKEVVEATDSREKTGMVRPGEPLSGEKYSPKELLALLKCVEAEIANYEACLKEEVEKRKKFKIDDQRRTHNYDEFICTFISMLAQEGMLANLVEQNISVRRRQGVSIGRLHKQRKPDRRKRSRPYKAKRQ
# An asterisk follows results filed as active; / = no result given; & = joins results of further samples.
# Order of values – HePTP inh, BAP1 inh
- COc1ccc(C(c2sc3nc(C)nn3c2O)N2CCc3ccccc3C2)cc1 (stereo not drawn)
 : 3, 98
- O=C(c1cnn2c(C(F)(F)F)cc(-c3cccs3)nc12)N1CCOCC1
 : -2, /
- Cc1ccccc1C(=NS(=O)(=O)c1ccc(Br)cc1)Nc1ccccc1
 : /, 57
- C=CCn1c(SCc2c(C)noc2C)nc2cc(C(=O)O)ccc2c1=O
 : 5, 89
- CCC1CCc2c(sc(NC(=O)Cc3ccccc3)c2C(=O)OC)C1 (stereo not drawn)
 : 0, /
- O=C(c1cc2cc(Br)ccc2oc1=O)N1CCSC1c1ccc([N+](=O)[O-])cc1 (stereo not drawn)
 : -2, /
- COc1ccc(/C=N/N(C)c2cc(C)nc(-c3ccccc3O)n2)cc1
 : -2, /
- CCOc1ccc2nc(SCc3c[nH]c4cc([N+](=O)[O-])ccc34)sc2c1
 : 10, /
- COc1ccc(NC(=O)CN(c2ccccc2Cl)S(C)(=O)=O)c(OC)c1
 : -4, /
- O=C(COc1ccccc1[N+](=O)[O-])Nc1ccc(N2CCOCC2)c(Cl)c1
 : -12, /
- C=CCN=C(C)C1=C(O)c2ccccc2C1=O
 : -8, /
- COc1ccc(Cl)cc1C(=O)Nc1nc2ccc(Cl)cc2s1
 : 8, /
- CCn1c2ccccc2c2nnc(SCC(=O)Nc3cc(C)ccn3)nc21
 : 2, /
- O=C(CCCCCN1C(=O)c2ccccc2C1=O)NCc1ccccc1
 : /, 176
- O=C(Cc1cccs1)Nc1ccccc1C(=O)O
 : 5, 99
- COc1cc(C(=O)O)cc(OC)c1OC(=O)c1cc(C)c(C)o1
 : 0, /
- O=C(CCCOc1ccc(Cl)cc1)N1CCCCC1
 : -4, /
- CC1(C)Cc2nc(N)c(=O)sc2C1
 : -1, 109
- Cn1c(SCC=Cc2ccccc2)nc2sc3c(c2c1=O)CCC3
 : /, 203
- CCOc1ccc(N2C(=O)/C(=C/c3ccccc3OC)SC2=S)cc1
 : -2, /
- CCOc1ccc(-c2nc(Cc3c(F)cccc3Cl)no2)cc1
 : 7, /
- CC(NC(=O)c1cc(-c2cccs2)on1)c1ccccc1 (stereo not drawn)
 : 5, 97
- O=C(Nc1ccc2c(c1)CCC2)C1CCCN(c2ncccn2)C1 (stereo not drawn)
 : 2, 93
- Cc1ccc(Cn2nc(C)c(NC(=O)c3noc4c3CCCCC4)c2C)cc1
 : 9, 105
- O=C(CCNc1n[nH]c(=O)[nH]c1=O)N1CCCCC1
 : 8, 101
- CCOc1ccc(NC(=O)c2c(-c3ccccc3Cl)noc2C)c([N+](=O)[O-])c1
 : 4, /
- CC(C)C(C(=O)NC(C)(C)C)N1C(=O)c2ccccc2C1=O (stereo not drawn)
 : -16, 94
- CCC(C)NC(=O)c1ccccc1NC(=O)C(C)N(c1ccccc1)S(C)(=O)=O (stereo not drawn)
 : -2, 127
- CCN(CC)CCN1C(=O)C(O)=C(C(=O)/C=C/c2ccccc2)C1c1ccccc1OC (stereo not drawn)
 : -3, /
- CCN(CC)c1ccc(CN(C(=O)c2ccco2)C2CCS(=O)(=O)C2)cc1 (stereo not drawn)
 : -2, 95
- COc1cc2c(cc1OC)C(C(=O)N1CCCCC1)C(c1ccccc1F)N(C)C2=O (stereo not drawn)
 : 6, /
- CCOC(=O)C1CCN(C(=O)COc2cc(C)c(Br)cc2C)CC1
 : 1, 102
- CCOC(=O)c1c(C)n(C(=O)c2ccco2)c(=O)n1C(=O)c1ccco1
 : 9, 91
- O=C(Nc1ccncc1)c1ccc([N+](=O)[O-])cc1
 : 4, /
- CNc1ccccc1C(C)(C)c1cc(-c2ccco2)n[nH]1
 : 7, 149
- O=C(CN1C(=O)CSc2ncccc21)N1CCOCC1
 : -6, 101
- COCCn1c(=NC(=O)CSCC(=O)NC2CCCCC2)sc2cc(OC)ccc21
 : 1, 52
- CCN1C(=O)CC(C(=O)O)SC1=Nc1ccc(OC)cc1 (stereo not drawn)
 : -10, 92
- Nc1nnc(Cc2ccc(Br)cc2)s1
 : -2, /
- CCn1c(SCC(=O)NCc2ccc(F)cc2)nc2c(c1=O)SC(C)C2 (stereo not drawn)
 : -1, 81
- CCOC(=O)c1cnc(-n2nc(C)cc2C)nc1NC(C)c1ccccc1 (stereo not drawn)
 : 10, 85
- O=C(NC1CCCCC1)Oc1ccc2oc(=O)sc2c1
 : 2, /
- Cc1ccc(CNC(=O)CCc2c(C)nc3ncnn3c2C)cc1
 : 2, 118
- CCC(=O)NC(Nc1cccc(C)n1)(C(F)(F)F)C(F)(F)F
 : 3, 98
- COc1cc(/C=N/n2c(SC)nnc(C(C)(C)C)c2=O)ccc1O
 : 6&10, 79
- O=C(c1ccccc1Cl)N(C1CCCCC1)C1CCCCC1
 : 7, /
- Cc1ccc(=O)n(C(C(=O)NCc2ccco2)C(=O)c2ccc(F)cc2)c1 (stereo not drawn)
 : -21, 96
- O=c1c2ccccc2nc(SCc2ccc([N+](=O)[O-])cc2)n1-c1ccccc1
 : 1, /
- COc1ccccc1C(=O)N1CCN(c2nc3cc(C)c(C)cc3cc2C#N)CC1
 : 3, /
- CC(C)C(c1nnnn1Cc1cccs1)N1CCN(C2CCCC2)CC1 (stereo not drawn)
 : 11, 91
- CC1CCN(C(=O)CN2C(=O)C(=O)c3ccccc32)CC1
 : 5, 98
- Cc1cc(C)n(C2=NS(=O)(=O)c3ccccc32)n1
 : -1, 106
- COCCNC(=O)c1cc2n(n1)C(C(F)(F)F)CC(c1ccc(F)cc1)N2 (stereo not drawn)
 : -12, /
- COc1ccccc1N1CCN(C(=O)c2cc3n(n2)C(C(F)(F)F)CC(c2ccco2)N3)CC1 (stereo not drawn)
 : 4, 93
- O=C(CSc1nnc(-c2ccncc2)o1)Oc1ccccc1
 : 12, 66
- CC(C)(C)c1ccc(C(=O)CCCSC2=C(C#N)C(c3ccco3)C3=C(CCCC3=O)N2)cc1 (stereo not drawn)
 : 10, /
- NC(=O)c1ccccc1NC(=O)CSc1nc2ccccc2o1
 : /, 63
- Cc1cc(C(=O)O)cc(S(=O)(=O)N2CCOCC2)c1C
 : 14, 101
- CSc1nnc2c(n1)OC(c1ccc(OCc3ccccc3)cc1)Nc1ccccc1-2 (stereo not drawn)
 : -3, /
- CC(C)Cn1c(=O)c(C(=O)Nc2ccncc2)c(O)c2ccccc21
 : 6, /

# Reprinted from the part before: 2 compounds, followed by the next part.
# Order of values – HePTP inh, BAP1 inh
- CSc1nnc2c(n1)OC(c1ccc(OCc3ccccc3)cc1)Nc1ccccc1-2 (stereo not drawn)
 : -3, /
- CC(C)Cn1c(=O)c(C(=O)Nc2ccncc2)c(O)c2ccccc21
 : 6, /
- CCSc1nc(N)c2c3c(sc2n1)CN(C)CC3
 : -12, /
- CCOc1ccc(-c2nnn(CC(=O)NCc3ccco3)n2)cc1
 : 6, 102
- CCc1nnc(NC(=O)CSc2nnc(COc3cccc(C)c3)o2)s1
 : 5, 96
- N=c1n(CC(=O)O)c2ccccc2n1Cc1ccccc1Cl
 : 12, 104
- C=CCN(c1ccccc1)S(=O)(=O)c1ccc2c(c1)oc(=O)n2C
 : 2, 91
- COc1ccc(CC(=O)O/N=C(\N)Cc2ccc(Cl)cc2Cl)cc1OC
 : 3, /
- COc1ccc(CNc2ccc(C)c(C)c2)c(OC)c1C
 : 4, /
- C=CCOc1ccc(C2Oc3ccccc3C3CC(c4ccc(OC)cc4)=NN32)cc1 (stereo not drawn)
 : /, 52
- O=C(O)c1ccccc1C(=O)N1CCN(c2cccc(Cl)c2)CC1
 : 9, 104
- COc1ccc(-c2ccc(-c3noc(C4CCCCC4)n3)c(OC)n2)cc1
 : 3, 57
- O=C(CS(=O)(=O)Cc1ccccc1)NCc1ccc2c(c1)OCO2
 : -1, 131
- C=CCn1c(=O)c2c(nc3n2CC(C)CN3c2cccc(OC)c2)n(C)c1=O (stereo not drawn)
 : 7, 97
- NC(=O)c1c(NC(=O)/C=C/C(=O)O)sc2c1CCCC2
 : 2, /
- COCCCNS(=O)(=O)c1ccccc1[N+](=O)[O-]
 : 1, /
- CC(C)Cc1cc(C(=O)O)c2ccccc2n1
 : -1, /
- O=C(CSc1nnnn1-c1ccccc1)N1c2ccccc2Sc2ccccc21
 : -14, /
- O=C(Nc1ccc2c(c1)OCO2)C1CCCN1C(=O)Nc1cccc(F)c1 (stereo not drawn)
 : 5, 101
- COCCCNC(=O)c1ccc2nc3ccccc3c(=O)n2c1
 : 1, /
- COc1ccc2[nH]cc(CCNC=O)c2c1
 : 9, /
- CN(Cc1ccccc1)C(=O)CCNC(=O)Cn1cnc2ccccc2c1=O
 : 10, 110

# Part of the list above, with values ahead of the structure.
HePTP inh | BAP1 inh | Molecule
-12 | / | CCSc1nc(N)c2c3c(sc2n1)CN(C)CC3
10 | 110 | CN(Cc1ccccc1)C(=O)CCNC(=O)Cn1cnc2ccccc2c1=O
-14 | / | O=C(CSc1nnnn1-c1ccccc1)N1c2ccccc2Sc2ccccc21
6 | 102 | CCOc1ccc(-c2nnn(CC(=O)NCc3ccco3)n2)cc1
1 | / | COCCCNC(=O)c1ccc2nc3ccccc3c(=O)n2c1
-1 | 131 | O=C(CS(=O)(=O)Cc1ccccc1)NCc1ccc2c(c1)OCO2
3 | 57 | COc1ccc(-c2ccc(-c3noc(C4CCCCC4)n3)c(OC)n2)cc1

# (listing goes on)
# Order of values – HePTP inh, BAP1 inh
- O=C(CN(c1ccc(F)cc1)S(=O)(=O)c1ccccc1)N1CCOCC1
 : 1, /
- COc1cc(/C=C/C(=O)CC(=O)/C=C/c2ccc(O)c(OC)c2)ccc1O
 : 7, 76
- CN(C(=O)c1ccc(NC(=O)c2cnccn2)cc1)C1CCCCC1
 : 6, /
- CCN(CC)C(=O)CSC(=Nc1ccccc1F)NC#N
 : -1, 89
- C=CCn1c(/N=C/c2ccc3c(c2)OCO3)nc2ccccc21
 : 11, /
- O=c1oc2ccccc2c(O)c1Cc1ccccc1
 : 4, /
- Cc1ccc(OCC(O)Cn2c(=N)n(CCN3CCOCC3)c3ccccc32)cc1 (stereo not drawn)
 : -4, 101
- COc1ccc(-n2nnnc2SCC(=O)N2CCCC2)cc1OC
 : 6, 99
- COc1ccc(C(=O)N2CCN(Cc3ccncc3)CC2)cc1OC
 : 9, /
- Cc1ccc2[nH]c3c(c2c1)CC/C(=C/N(C)C)C3=O
 : -15, /
- Nc1nnc(SCC(=O)Nc2ccc3nc(SCC(=O)Nc4ccccc4)sc3c2)s1
 : -10, /
- COc1ccc(C)cc1NC(=O)CN(c1ccc(F)cc1)S(C)(=O)=O
 : 0, 94
- Cn1c(=O)oc2cc(S(=O)(=O)N3CCCC(C(=O)Nc4ccc5c(c4)OCCO5)C3)ccc21 (stereo not drawn)
 : -3, 86
- O=C(O)CC1NC(=O)N(c2ccccc2)C1=O (stereo not drawn)
 : 12, 76
- CCCOc1cccc(C2C(C(=O)c3ccc(C)o3)=C(O)C(=O)N2CCCN(C)C)c1 (stereo not drawn)
 : 9, 157
- Cc1noc(/C=C/N(C)C)c1S(=O)(=O)N1CCC(C(=O)O)CC1
 : -4, 74
- COc1ccc(OC)c(NC(=O)C2C3CCC(C3)C2C(=O)O)c1 (stereo not drawn)
 : 0, /
- COc1ccc(CNC(=O)CN(c2ccc(C)cc2)S(=O)(=O)c2ccc(SC)cc2)cc1
 : 4, /
- OC(CNC1CCCCC1)CN1CCN(CC(O)CNC2CCCCC2)CC1 (stereo not drawn)
 : 8, 96
- CCC(C)NC(=O)Cn1cnc2c1c(=O)n(C)c(=O)n2C (stereo not drawn)
 : /, 102

# Profiles, looked up by structure. Order of screens: HePTP inh	BAP1 inh
# Cn1c(=O)oc2cc(S(=O)(=O)N3CCCC(C(=O)Nc4ccc5c(c4)OCCO5)C3)ccc21 (stereo not drawn) as listed: -3	86
# COc1ccc(CNC(=O)CN(c2ccc(C)cc2)S(=O)(=O)c2ccc(SC)cc2)cc1 as listed: 4	/
# COc1ccc(C(=O)N2CCN(Cc3ccncc3)CC2)cc1OC as listed: 9	/
# COc1ccc(OC)c(NC(=O)C2C3CCC(C3)C2C(=O)O)c1 (stereo not drawn) as listed: 0	/
# COc1ccc(C)cc1NC(=O)CN(c1ccc(F)cc1)S(C)(=O)=O as listed: 0	94

# Next section
# Order of values – HePTP inh, BAP1 inh
- N#Cc1c(-c2ccco2)cc(-c2ccccc2)[nH]c1=S
 : -25, /
- C=CCc1ccc(OCCOCCNCCOC)c(OC)c1
 : -8, 102
- Cc1c(CN(C)CCc2ccccc2)c(=O)n(-c2ccccc2)n1C
 : 1, 103
- O=C(c1ccc(CS(=O)(=O)c2ccccc2)o1)N1CCN(c2ncccn2)CC1
 : 4, 103
- NC(=O)c1cccc(N=Cc2ccc[nH]2)c1
 : 6, /
- CCOC(=O)c1cnn2c(C(F)(F)F)cc(-c3ccco3)nc12
 : -1&-1, 71
- CN(C(=O)c1cnccn1)c1nnc(-c2cccnc2)s1
 : -4, 118
- CCOc1ccc2c(c1)C(C)CC(C)(C)N2C(=O)Nc1ccccc1 (stereo not drawn)
 : 11, /
- COc1ccc(CCNC(=O)c2ccc(OC)c(OC)c2)cc1
 : -9, /
- O=C(COc1cnc2ccccc2n1)NCCC1=CCCCC1
 : 2, /
- Cc1cc(C)c2[nH]c(=O)c(C(c3nnnn3C(C)(C)C)N3CCN(C(=O)c4ccco4)CC3)cc2c1 (stereo not drawn)
 : 4, /
- O=C(NCc1ccc2c(c1)OCO2)c1ccc(CN2CCOCC2)cc1
 : 6, 74
- COC(=O)c1ccc(C2/C(=C(/O)c3ccc(OC(C)C)cc3)C(=O)C(=O)N2c2cc(C)on2)cc1 (stereo not drawn)
 : -7, 64
- Cn1c(C(=O)N2CCN(c3ccccc3F)CC2)cc2c(=O)n(C)c3ccccc3c21
 : 7, 103
- COc1ccc2cc(C(=O)NCc3ccco3)c(=Nc3ccc(C(=O)O)cc3)oc2c1
 : 20, 78
- COc1ccc(C2/C(=C(/O)c3ccc4c(c3)CC(C)O4)C(=O)C(=O)N2CCN2CCOCC2)cc1 (stereo not drawn)
 : -1, 80
- O=[N+]([O-])c1ccc(-c2ccc(/C=N/NS(=O)(=O)c3ccc(Cl)cc3)o2)cc1
 : 5, /
